Kir21 block = inhibitors of mouse Kir2.1 inward-rectifier potassium channel. HEK293-Kir2.1, FluxOR thallium flux fluorescence; stronger effect = lower value. 310,000 tested, 0.85% active. B-score at 10 µM. P35561;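 active means fluorescence ratio B-score at or below minus 3 SD of library scores, with starting-brightness B-score within 2 SD, cut at about -4.2 in these data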;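 further: channel flux triggered by added potassium and thallium sulfate stimulus; B-score of peak minus minimum fluorescence over baseline after thallium stimulus; more negative B-score means stronger Kir2.1 block with less thallium influx; some compounds called inactive have numbers as strong as hits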
Target sequence (P35561 whole entry, looked up): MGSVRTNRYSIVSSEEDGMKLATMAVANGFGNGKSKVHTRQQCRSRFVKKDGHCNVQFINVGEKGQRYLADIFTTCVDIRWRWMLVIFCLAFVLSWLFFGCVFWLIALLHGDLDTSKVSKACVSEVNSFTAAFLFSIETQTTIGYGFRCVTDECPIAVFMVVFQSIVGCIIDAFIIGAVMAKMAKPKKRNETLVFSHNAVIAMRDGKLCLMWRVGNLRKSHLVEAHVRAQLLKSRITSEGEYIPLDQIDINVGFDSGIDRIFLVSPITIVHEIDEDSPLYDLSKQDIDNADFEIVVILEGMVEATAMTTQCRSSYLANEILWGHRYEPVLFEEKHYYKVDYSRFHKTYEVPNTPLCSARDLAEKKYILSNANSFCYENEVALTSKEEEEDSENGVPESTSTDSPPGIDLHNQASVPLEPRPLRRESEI
STK33 inh = inhibitors of human STK33 kinase. AID 2661. purified STK33, MBP phosphorylation, ADP-Glo luminescence. inhibition, % at 10 µM. 320,000 tested, 0.073% active;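 active means inhibition at or above 25%, using the most active replicate where run in duplicate; inactive means inhibition below 25%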
Target sequence (Q9BYT3 whole entry, looked up): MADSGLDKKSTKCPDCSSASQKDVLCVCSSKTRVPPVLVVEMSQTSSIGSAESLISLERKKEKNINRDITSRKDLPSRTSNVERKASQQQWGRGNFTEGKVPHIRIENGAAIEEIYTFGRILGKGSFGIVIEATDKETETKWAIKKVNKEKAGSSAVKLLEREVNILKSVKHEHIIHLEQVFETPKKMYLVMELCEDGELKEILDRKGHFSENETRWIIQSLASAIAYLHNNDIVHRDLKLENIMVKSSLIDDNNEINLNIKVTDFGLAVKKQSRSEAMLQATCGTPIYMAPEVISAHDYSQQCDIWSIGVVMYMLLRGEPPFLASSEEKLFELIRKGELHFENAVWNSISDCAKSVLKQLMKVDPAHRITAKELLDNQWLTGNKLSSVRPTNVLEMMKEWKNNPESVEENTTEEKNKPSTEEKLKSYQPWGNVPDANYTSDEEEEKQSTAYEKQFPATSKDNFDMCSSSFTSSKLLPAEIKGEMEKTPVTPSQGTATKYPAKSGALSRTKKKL
The depositor's hits bear a star; / = no result given; & = joins results of further samples.

The opening 7 entries as a preview:
SMILES	Kir21 block	STK33 inh
CCOC(=O)C(NC(=O)CC(C)C)(Nc1sc(C)c(CC)c1C#N)C(F)(F)F (stereo not given)	-1.2	-1.3
C=CCOC(=O)C1=C(C)NC(=O)NC1c1ccc(N(C)C)cc1 (stereo not given)	-0.53	-0.1
Cc1ccc(Nc2cccc(C(F)(F)F)c2)nn1	0.32	-0.7
CC1(C)Oc2ccc(C(=O)NC3CCCC3)cc2N(CC(=O)NC2CCCCC2)C1=O	-1.1	-0.9
O=C(C(c1ccccc1)N1CCOCC1)N1CCOCC1 (stereo not given)	1.1	-0.8
Oc1cc2ccccc2cc1-c1n[nH]c(=S)n1Cc1ccco1	-1.2	/
O=C(NNC(=S)NC(=O)C12CC3CC(CC(C3)C1)C2)c1ccncc1	0.04	-0.1

The listing, from the first entry:
SMILES	Kir21 block	STK33 inh
CCOC(=O)C(NC(=O)CC(C)C)(Nc1sc(C)c(CC)c1C#N)C(F)(F)F (stereo not given)	-1.2	-1.3
C=CCOC(=O)C1=C(C)NC(=O)NC1c1ccc(N(C)C)cc1 (stereo not given)	-0.53	-0.1
Cc1ccc(Nc2cccc(C(F)(F)F)c2)nn1	0.32	-0.7
CC1(C)Oc2ccc(C(=O)NC3CCCC3)cc2N(CC(=O)NC2CCCCC2)C1=O	-1.1	-0.9
O=C(C(c1ccccc1)N1CCOCC1)N1CCOCC1 (stereo not given)	1.1	-0.8
Oc1cc2ccccc2cc1-c1n[nH]c(=S)n1Cc1ccco1	-1.2	/
O=C(NNC(=S)NC(=O)C12CC3CC(CC(C3)C1)C2)c1ccncc1	0.04	-0.1
CN(C(=O)c1cncc(Br)c1)c1c(N)n(Cc2ccccc2)c(=O)[nH]c1=O	-0.69	-1.5
CN1C(=O)CC(N2CCN(c3ccc(Cl)c(Cl)c3)CC2)C1=O (stereo not given)	-1.6	-0.9
Cc1ccc(NC(=O)CSc2nc3[nH]ncc3c(=O)[nH]2)cc1	-0.88	0.7
CCc1ccc(C2CC(c3cccc(Cl)c3)n3nc(N)nc3N2)cc1 (stereo not given)	0.66	2.3
Cc1ccc2c(COn3nnc4ccc(S(=O)(=O)N(C)C)cc43)cc(=O)oc2c1C	-0.57	/
O=C(CNc1cccc2ccccc12)N/N=C/c1ccc[nH]1	1.7	-1.7
Nc1ncc(Br)cc1S(=O)(=O)NCCC(=O)Nc1cccc(Cl)c1	0.95	0.2
Cc1ccc(N2CCN(S(=O)(=O)N(C)C)CC2)c(C)c1	-0.01	0.5
COc1ccc(OC)c(S(=O)(=O)NC2CCCCC2)c1	-1.2	/
COC(=O)c1nn(-c2cccc(C(F)(F)F)c2)ccc1=O	1.3	-4.0
COc1c(Cl)cc(C(=O)Nc2ccccc2-c2ccccc2)cc1Cl	-0.51	-0.1
O=C(O)c1cn(-c2ccc(F)cc2)c(=O)c2ccccc12	2.3	/
CN(C)S(=O)(=O)c1ccc(Cl)c(NC(=O)COC(=O)CC(NC(N)=O)c2ccc(Cl)cc2)c1 (stereo not given)	0.84	-1.3
O=C1CCCc2[nH]c3cccc(/C(=C/c4ccccc4)c4ccccc4)c3c21	-0.91	7.3
CCOC(=O)c1ccc(CNC(=O)C2CCCCC2C(=O)OCC(F)(F)F)o1 (stereo not given)	-1.3	-0.7
CCOc1ccc([C@@H]2CC=C(C(=O)O)[C@H](c3ccc(F)cc3)N2S(=O)(=O)c2ccc(C)cc2)cc1	/	-2.5
CCOC(=O)c1c(C)[nH]c(C(=O)COC(=O)COc2ccc(OC)cc2)c1C	-2.3	0.0
CSCCC(NC(=O)/C(=C/c1ccco1)NC(=O)c1ccc(Br)o1)C(=O)O (stereo not given)	1.7	-2.2
COC(=O)Nc1ccc(S(=O)(=O)N2CCN(CCN3C(=O)C4C5C=CC(C5)C4C3=O)CC2)cc1 (stereo not given)	-0.32	-0.9
CCN(CC)c1ccc(/C=N\NC(=O)c2cccc3cc[nH]c23)cc1	-0.87	0.5
CCCn1nnnc1NCc1ccc(OC)cc1OC	0.87	0.0
COc1ccc(N2CCN(C(=O)c3cccn4c(=O)c5ccccc5nc34)CC2)cc1	2.4	0.2
O=C(CNC(=O)c1ccco1)N/N=C/c1ccccc1[N+](=O)[O-]	-0.08	/
COc1cccc(C(c2nnnn2Cc2ccc(F)cc2)N2CCC(C(N)=O)CC2)c1OC (stereo not given)	1.3	-0.9
O=C(Nc1cccc2ccccc12)c1ccc(F)cc1	-0.34	-0.2
O=C(C/C=N\OCc1ccc([N+](=O)[O-])cc1)Nc1ccccc1	-0.14	-2.0
COc1ccc(C(Nc2ccccn2)c2c(NC(=O)c3ccco3)sc(C)c2C)cc1 (stereo not given)	0.86	-0.7
CCc1ccc(OCC(=O)O/N=C(\N)c2ccccn2)cc1	-0.91	/
C=CCn1c(=O)c(C(=O)NCCc2ccccc2)c(O)c2ccccc21	-0.42	-0.3
Cc1ccc(Nc2c(-c3ccccc3O)nc3cnccn23)cc1	1.8	1.4
Cc1cc2nc(-c3cccnc3SCC(=O)NC(C)C)[nH]c2cc1C	-0.47	-1.3
O=[N+]([O-])c1cnn(-c2nc(-c3ccccc3)cc(C(F)(F)F)n2)c1	-0.64	0.6
C/C(=N\OCC(=O)OCC(=O)Nc1cc(S(C)(=O)=O)ccc1Cl)c1ccc2c(c1)OCO2	/	-0.1
Nc1ccc(C(=O)Nc2ccc(NC(=O)c3ccco3)c(O)c2)cc1	1.3	1.9
COC(=O)c1sc(S(=O)(=O)Nc2ccc(Br)cc2)c(C(=O)OC)c1C	/	-2.6
CCOC(=O)c1cc(CNC(=O)c2c(C)oc3c2CCCC3)c(C)o1	0.98	-1.6
CN(C(=O)c1cccc(COc2ccc(Cl)cc2Cl)c1)c1ccccc1	-6*	0.1
COc1cccc(CNC(=O)C(=O)NCCC2CCCCN2S(=O)(=O)c2ccccc2)c1 (stereo not given)	0.02	-1.9
CS(=O)(=O)N1CCC(Oc2ccccc2C(=O)N2CCCCC2CO)CC1 (stereo not given)	1	/
Nc1ccc(S(=O)(=O)Nc2cnc3ccccc3n2)cc1	0.01	-1.4&-1.6
Cc1cccc(N2CCN(S(=O)(=O)c3c(C)[nH]c(C)c3C(=O)N3CCCCC3)CC2)c1C	0.36	0.5
COC(=O)c1ccc(C(=O)OC)c(NC(=O)COc2ccccc2OC)c1	-1.7	0.1
COc1ccc(-c2cc(C(=O)OCC(=O)c3cccc([N+](=O)[O-])c3)c3cc(C)ccc3n2)cc1	-0.31	0.3
CC(=O)c1cccc(NC(=O)CSc2ccc(-c3ccco3)nn2)c1	-1.1	0.0
Cc1ccc(S(=O)(=O)NC(=O)N2CCN(Cc3c(F)cccc3Cl)CC2)cc1	-0.29	-0.2
CC(C)NC(=S)N/N=C/c1ccccc1[N+](=O)[O-]	0.82	2.0
Cc1ccc(C)c(S(=O)(=O)N2CCN(CC(=O)NC(=O)NCc3ccco3)CC2)c1	0.06	-3.2
N/C(=N\OC(=O)Cc1ccccc1)c1ccc(Br)cc1	0.74	-0.3
Cc1ccc(/C=C/c2nnc(-c3ccccc3)o2)cc1	-0.01	-1.3
Cc1cc2nc3ccc(=[N+](C)C)cc-3sc2cc1N	2.2	/
C=CCN1C(=O)C(Cc2ccc(OCC)cc2)SC1=Nc1ccc(C(=O)O)cc1 (stereo not given)	0.91	-1.9
CC(C)c1ccc(NC(=O)CCN2C(=O)[C@@H]3Cc4ccccc4CN3C2=O)cc1	1.5	-1.4
Fc1ccc(CCN2CCN=C2Nc2ccccc2)cc1	/	-0.9

The results go on.
SMILES	Kir21 block	STK33 inh
CCC(CC)c1nnc(NC(=O)c2cccc(S(=O)(=O)N3CCc4ccccc43)c2)s1	1.1	-1.4
CSC1=NCCN1C(=O)c1ccc(S(=O)(=O)N2CCCC2)cc1	-0.89	-1.4
CC(C)(C)c1ccc2c(c1)C(=O)c1ccccc1C2=O	-2.1	0.0
O=C(CSc1nnnn1-c1ccc2c(c1)OCCO2)Nc1nc2c(s1)CCCC2	0.48	-0.6
O=C(Cn1ncc2c([nH]c3ccccc32)c1=O)NCCCN1CCN(c2ccccc2)CC1	-1.8	0.5
COc1ccc(-c2nc(CN3CCC(C(=O)NC4CC4)CC3)c(C)o2)cc1OC	0.33	-0.8
Cc1cc(OCc2cc(C(=O)N3CCC(Oc4cccnc4)CC3)no2)cc(C)c1Cl	0.12	-1.8
O=S1(=O)CCOCCN1Cc1ccc(Cl)cc1Cl	-0.95	0.9
Cc1ccc(C(=O)NC2CC(=O)N(c3ccc4c(c3)OCCO4)C2)cc1[N+](=O)[O-] (stereo not given)	-0.04	0.7
CC(=O)Nc1ccc(C(=O)CN2C(=O)NC3(CCOc4ccccc43)C2=O)c(F)c1 (stereo not given)	/	1.7
O=C(O)C1CC=CCC1C(=O)NCCc1csc(-c2ccccc2)n1 (stereo not given)	-0.06	0.4
CC(=O)Oc1cccc(/C=c2\sc3nc(-c4ccco4)nn3c2=O)c1	-2.2	0.1
CC(OC(=O)Cc1ccc(Cl)cc1)C(=O)NCCC1=CCCCC1 (stereo not given)	-1.1	-1.2
CCc1ccc(NS(=O)(=O)c2ccc3oc(=O)ccc3c2)cc1	0.71	-2.1
COc1ccc(NC(=O)c2cn(C)c(=O)c3cc(OC)c(OC)cc23)c(OC)c1	-1.9	-0.3
Fc1ccc(/C=N/Nc2nc3ccccc3[nH]2)cc1F	0.33	0.1
COc1ccccc1N1CCN(C(=O)CCCn2c(=O)[nH]c3ccsc3c2=O)CC1	-0.39	-0.8
O=c1cc(NCc2ccco2)[nH]c(=O)n1-c1ccc(Br)cc1	0.7	-1.3
COc1cccc(C(=O)Nc2cc(C)ccc2NC(=O)COc2ccccc2)c1	0.23	-0.4
Cc1c(CCOC(=O)C23CC4(C)CC(C)(CC(C)(C4)C2)C3)sc[n+]1CC(=O)c1ccccc1	-0.59	3.6
COC(=O)c1cnc(NNC(=O)c2ccc([N+](=O)[O-])cc2)nc1C(F)(F)F	0.69	0.4
Cc1cc(=O)oc(C)c1C(=O)Nc1cnc2ccccc2c1	0.09	-0.1
COc1cc(OC)cc(C(=O)N2CCN(c3ncccn3)CC2)c1	0.01	-1.0
CNC(=O)CCCCC(=O)N/N=C/c1ccc(Cl)cc1Cl	-0.21	-0.1

An excerpt of these results, bar-delimited.
SMILES | Kir21 block | STK33 inh
O=c1cc(NCc2ccco2)[nH]c(=O)n1-c1ccc(Br)cc1 | 0.7 | -1.3
COc1cccc(C(=O)Nc2cc(C)ccc2NC(=O)COc2ccccc2)c1 | 0.23 | -0.4
Cc1c(CCOC(=O)C23CC4(C)CC(C)(CC(C)(C4)C2)C3)sc[n+]1CC(=O)c1ccccc1 | -0.59 | 3.6

The main list resumes with the two entries that preceded the break.
SMILES	Kir21 block	STK33 inh
COc1cc(OC)cc(C(=O)N2CCN(c3ncccn3)CC2)c1	0.01	-1.0
CNC(=O)CCCCC(=O)N/N=C/c1ccc(Cl)cc1Cl	-0.21	-0.1
Nc1nc(SCC(=O)N2N=C(c3ccc(Cl)cc3)CC2c2ccco2)n[nH]1 (stereo not given)	0.11	-1.8
CCC(C)(C)NC(=O)CN(C(=O)c1snc(C(N)=O)c1N)c1ccc2c(c1)OCO2	0.03	-0.9
CC(C)(C)CC(=O)OCC(=O)Nc1cc(C(C)(C)C)nn1-c1ccccc1	-2.6	-0.2
COc1ccc(/C(C)=N/NC(=O)CNC(=O)/C=C/c2ccccc2OC)cc1	-3.3	-0.8
Cc1cc(C)c2nc(NNC(=O)c3ccc(S(=O)(=O)N4CCCCC4)cc3)sc2c1	0.09	-0.3
C[n+]1cnc(-c2ccccc2)cc1-c1ccccc1	0.66	-0.8
O=C(NCc1ccc(Cl)cc1)c1ccc(Br)o1	0	-0.3
O=C(Cc1ccc([N+](=O)[O-])cc1)N1N=C(C2CC2)CC1(O)C(F)(F)F (stereo not given)	0.59	-2.6
CCc1[nH]c(=S)c(C#N)c2c1CCCC2	0.25	-1.7
NNC(=O)CNC(=O)C12CC3CC(CC(C3)C1)C2	0.33	-0.5
O=C(O)c1ccccc1C(=O)NCc1ccccc1	0.01	0.2
Cc1nc(C)c(-c2ccc(SCC(=O)Nc3cccc(Cl)c3C)nn2)s1	0.51	-0.1
CC1(C)CC(=O)C(C(=O)c2ccccc2)C(=O)C1	0.94	-2.7
O=C(CCC1CCCC1)NNC(=O)COc1ccc(Br)cc1	/	-0.2
Clc1ccc(CN2CCc3c([nH]c4ccccc34)C2)cc1Cl	1.1	-0.1
CSc1nc(O)c(C(c2ccc(O)cc2)c2c(O)nc(SC)[nH]c2=O)c(=O)[nH]1	-0.14	-5.9
CCCc1nn(C)c2c(=O)[nH]c(-c3cc(S(=O)(=O)Nc4ccc(NC(C)=O)cc4)ccc3OCC)nc12	-0.61	-0.3
Cc1ccccc1CN(C)C(=O)COC(=O)c1ccc2[nH]c(C)c(C)c2c1	/	0.0
CCNc1nc(NCC)nc(C(=O)OCCO)n1	2.6	-1.1
O=C(NCc1ccccn1)c1cccc(S(=O)(=O)NCc2ccccc2)c1	-0.42	-0.8
CCC(=O)Nc1c(-c2ccccc2Cl)c(=O)c2ccccc2n1C	1.4	-0.1
COc1ccc(Br)cc1C(=O)O	-0.15	-0.6
Cc1ccc(N(CC(=O)NC(C)C)C(=O)CCC(=O)Nc2nccs2)cc1C	-0.78	-0.9
O=[N+]([O-])c1cc(Cl)ccc1N1CCCCC1	-1.8	0.2
N#Cc1cn(-c2ccccc2)nc1C(=O)c1ccccc1	-0.76	0.0
N#CCSc1nc(Nc2ccc3c(c2)OCO3)c2ccccc2n1	0.59	-0.1
Cc1cc(Cl)c(OCCOCCN2CCNCC2)c(Cl)c1	-2.2	-0.6
COc1cc(NC(=O)c2ccc3nsnc3c2)cc(OC)c1OC	-0.47	0.5
CCOC(=O)c1ccc2[nH]c3ccccc3c2c1	-0.34	0.6
O=C1c2ccccc2C(=O)N1OS(=O)(=O)c1ccccc1	0.98	-0.1
COc1ccc(NC(=O)CCNS(=O)(=O)c2cc(Br)cnc2N)cc1OC	0.51	-0.5
CC(Sc1nnc(CNC(=O)c2ccco2)n1C)C(=O)Nc1nccs1 (stereo not given)	0.83	3.2

Screening results: PubChem, several laboratories
